# Bioassay records from PubChem BioAssay.
# pPAFAH FP inh – pPAFAH enzyme inhibitors, primary screen, biochemical, fluorescence polarization, human. inhibition, % at 3.39 µM. recombinant pPAFAH, FP-rhodamine probe fluorescence polarization. actives 1.5% (n = 330,000). Platelet-activating factor acetylhydrolase (Homo sapiens), Q13093;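 active = inhibition above the mean inhibition across the screen plus 3 SD, cut at about 25% in these data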;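 note: inhibitors block binding of the rhodamine activity-based probe so polarization drops; 0% = enzyme with DMSO and 100% = wells lacking pPAFAH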
# GSTO1 counter – inhibitors of recombinant GSTO1, primary screen, counter-screen for RBBP9 inhibitor project, biochemical, fluorescence polarization | Glutathione S-transferase omega-1 (Homo sapiens), P78417 | activity-based probe fluorescence polarization | inhibition, % at 5.96 µM | actives 1.1% (n = 300,000);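 active = inhibition above the campaign mean inhibition plus 3 SD, cut at about 35% in these data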;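 note: 0% = GSTO1-1 with DMSO and 100% = wells lacking GSTO1-1 enzyme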
# Target sequence (P78417 whole entry, looked up): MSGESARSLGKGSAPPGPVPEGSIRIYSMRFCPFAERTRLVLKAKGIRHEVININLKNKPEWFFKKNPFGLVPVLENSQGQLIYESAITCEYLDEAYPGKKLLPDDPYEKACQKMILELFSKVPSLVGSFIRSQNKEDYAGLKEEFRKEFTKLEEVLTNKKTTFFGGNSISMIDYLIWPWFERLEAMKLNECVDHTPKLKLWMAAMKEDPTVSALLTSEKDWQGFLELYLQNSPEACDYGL
# LYPLA1 counter – LYPLA1 inhibitors, primary screen, counter-screen for PME1 inhibitor project, biochemical, fluorescence polarization, FP-Rh probe ABPP | Acyl-protein thioesterase 1 (Homo sapiens), O75608 | recombinant LYPLA1 | inhibition, % at 5.9 µM | actives 0.16% (n = 320,000) | AID 2174, 2009;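 active = inhibition above the mean of all tested compounds plus 3 SD, set per campaign, cut at about 14% in these data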;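 note: inhibitors block serine hydrolase probe labeling of LYPLA1 so polarization falls; 0% = enzyme with DMSO and 100% = wells lacking LYPLA1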
# PAFAH2 inh – PAFAH2 enzyme inhibitors, primary screen, biochemical, fluorescence polarization, human. recombinant PAFAH2, FP-rhodamine activity probe. inhibition, % at 3.39 µM. actives 0.99% (n = 340,000). AID 492956, 2010;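 active = inhibition above the mean over all tested compounds plus 3 SD, cut at about 30% in these data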;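 note: inhibitors block probe labeling of enzyme so polarization drops; 0% = enzyme with DMSO and 100% = wells lacking PAFAH2 protein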
# PAFAH1B3 FP inh – PAFAH1B3 enzyme inhibitors, primary screen, biochemical, fluorescence polarization, human | actives 0.28% (n = 340,000) | Platelet-activating factor acetylhydrolase IB subunit alpha1 (Homo sapiens), Q15102 | inhibition, % at 3.39 µM | AID 492972, 2010 | recombinant PAFAH1B3, FP-rhodamine probe;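 active = inhibition above the screen-wide average of all tested compounds plus 3 SD, cut at about 25% in these data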;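 note: 0% = enzyme with DMSO only and 100% = wells lacking PAFAH1B3 protein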
# Target sequence (Q15102 whole entry, looked up): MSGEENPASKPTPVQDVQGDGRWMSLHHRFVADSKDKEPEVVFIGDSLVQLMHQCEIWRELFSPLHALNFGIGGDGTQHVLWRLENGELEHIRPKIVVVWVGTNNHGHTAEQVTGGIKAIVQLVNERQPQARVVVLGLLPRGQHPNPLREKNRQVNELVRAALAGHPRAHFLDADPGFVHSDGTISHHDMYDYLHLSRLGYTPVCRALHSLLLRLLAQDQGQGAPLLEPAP
# LYPLA2 counter – LYPLA2 inhibitors, primary screen, counter-screen for PME1 inhibitor project, biochemical, fluorescence polarization, FP-Rh probe ABPP; actives 0.38% (n = 320,000); AID 2177, 2009; inhibition, % at 5.9 µM; Acyl-protein thioesterase 2 (Homo sapiens), O95372; recombinant LYPLA2;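 active = inhibition above the screen-wide mean plus 3 SD, limit set per campaign, cut at about 26% in these data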;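 note: 0% = LYPLA2 with DMSO and 100% = wells lacking LYPLA2 enzyme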
# PME-1 inh – PME-1 inhibitors via competitive probe labeling, primary screen, biochemical, fluorescence polarization, FP-Rh probe, HTS; inhibition, % at 5.9 µM; recombinant PME-1; actives 0.53% (n = 320,000); Protein phosphatase methylesterase 1 (Homo sapiens), Q9Y570; AID 2130, 2009;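 active = inhibition above the campaign mean of all compounds plus 3 SD, cut at about 26% in these data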;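 note: competitive labeling of PME-1 active site by serine hydrolase directed probe; 0% = PME-1 with DMSO and 100% = wells lacking PME-1 enzyme; inhibitors block probe labeling so polarization falls and inhibition rises; many of its hits are not listed in these tables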
# Target sequence (Q9Y570 whole entry, looked up): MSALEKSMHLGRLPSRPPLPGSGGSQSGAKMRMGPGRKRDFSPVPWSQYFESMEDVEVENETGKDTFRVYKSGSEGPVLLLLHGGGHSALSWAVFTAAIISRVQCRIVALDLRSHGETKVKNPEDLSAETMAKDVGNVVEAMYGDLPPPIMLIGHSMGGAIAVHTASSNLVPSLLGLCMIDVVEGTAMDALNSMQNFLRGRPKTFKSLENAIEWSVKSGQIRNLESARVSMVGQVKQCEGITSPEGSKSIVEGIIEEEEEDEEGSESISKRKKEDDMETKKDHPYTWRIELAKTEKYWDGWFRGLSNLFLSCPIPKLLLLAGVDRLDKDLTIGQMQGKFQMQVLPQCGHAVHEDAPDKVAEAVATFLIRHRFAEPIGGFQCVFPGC
# PAD4 inh – human PAD4 inhibitors, primary screen, biochemical, fluorescence polarization, 1536-well format. recombinant PAD4, RCA probe fluorescence polarization. Protein-arginine deiminase type-4 (Homo sapiens), Q9UM07. inhibition, % at 6.36 µM. AID 485272, 2010. actives 0.41% (n = 330,000);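 active = percent inhibition above a cutoff equal to the mean of all tested compounds plus 3 SD, cut at about 15% in these data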;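 note: 0% = PAD4 with RCA probe and DMSO and 100% = probe without PAD4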
# PAFAH1B2 inh – PAFAH1B2 enzyme inhibitors, primary screen, biochemical, fluorescence polarization, human; AID 492953, 2010; actives 1.2% (n = 340,000); Platelet-activating factor acetylhydrolase IB subunit alpha2 (Homo sapiens), P68402; inhibition, % at 3.39 µM; recombinant PAFAH1B2, FP-rhodamine activity probe;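 active = inhibition above the mean of all tested compounds plus 3 SD, cut at about 24% in these data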;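 note: 0% = enzyme with DMSO and 100% = wells lacking PAFAH1B2; many of its hits are not listed in these tables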
# The depositor's hits bear a star; x = not tested or not shown. Some of the compounds tested (hit frequency here may not be typical).
entry	SMILES	pPAFAH FP inh	GSTO1 counter	LYPLA1 counter	PAFAH2 inh	PAFAH1B3 FP inh	LYPLA2 counter	PME-1 inh	PAD4 inh	PAFAH1B2 inh
1	COc1cccc(N=C2SC(C(=O)Nc3ccccc3F)CC(=O)N2C)c1 (stereo not given)	0	6	-1	4	-3	2	1	0	-1
2	COc1ccc(OCCNC(=S)Nc2cccc3ccccc23)cc1	0	2	0	4	6	-1	5	-3	2
3	CC1(C)CC2CC(C)(CN2C(=O)COc2cccc3ccccc23)C1 (stereo not given)	1	11	-7	3	3	3	-3	3	8
4	CC(C)c1ccccc1NC(=O)c1ccc(CN(c2ccccc2)S(=O)(=O)c2ccccc2)cc1	0	6	-1	x	x	6	3	-1	x
5	Clc1ccc(C2Nc3cccc4cccc(c34)N2)cc1	16	35*	-5	-3	13	2	19	1	12
6	O=C(CCN1CCCCC1)c1ccc2c(c1)OCO2	-7	-16	-1	3	7	2	-11	-4	4
7	C/C(=N\NC(=O)c1ccc(O)cc1)c1cccc(NC(=O)c2ccccc2C)c1	2	0	5	21	6	7	-4	0	2
8	COc1ccccc1N(C)S(=O)(=O)c1ccc(C(=O)Nc2cc(F)ccc2C)cc1	1	x	x	2	10	x	x	2	-2
9	O=C(Nc1ccc(Nc2ccccc2)cc1)c1ccc(Br)o1	11	6	-2	-2	10	12	14	-6	3
10	O=C(NNc1c(F)c(F)cc(F)c1F)c1ccc(Cl)nc1	3	5	1	2	0	-1	-1	3	2
11	O=C(c1cccs1)N1CCCC(N2CCN(c3ccc(F)cc3)CC2)C1 (stereo not given)	2	3	3	-2	13	3	1	-6	4
12	Cc1cc2oc(=O)cc(CN3CCOCC3)c2cc1C(C)C	4	4	1	0	4	2	-5	-4	10

# Profiles, looked up by structure. Values in the order: pPAFAH FP inh, GSTO1 counter, LYPLA1 counter, PAFAH2 inh, PAFAH1B3 FP inh, LYPLA2 counter, PME-1 inh, PAD4 inh, PAFAH1B2 inh
# O=C(c1cccs1)N1CCCC(N2CCN(c3ccc(F)cc3)CC2)C1 (stereo not given) is listed as 2, 3, 3, -2, 13, 3, 1, -6, 4
# C/C(=N\NC(=O)c1ccc(O)cc1)c1cccc(NC(=O)c2ccccc2C)c1 is listed as 2, 0, 5, 21, 6, 7, -4, 0, 2

# Continuation:
entry	SMILES	pPAFAH FP inh	GSTO1 counter	LYPLA1 counter	PAFAH2 inh	PAFAH1B3 FP inh	LYPLA2 counter	PME-1 inh	PAD4 inh	PAFAH1B2 inh
13	COc1cccc(NC(=O)c2ccc3c(c2)C(=O)N(CC2CCCO2)C3=O)c1 (stereo not given)	3	-2	-4	1	5	-2	3	3	6
14	Nc1nc2c(ncn2COC(CO)CO)c(=O)[nH]1	-4	4	2	-2	-1	6	4	-12	0
15	COc1cc(-c2csc(N3CCOCC3)n2)cc(OC)c1OC	0	7	-1	-2	1	-4	-2	3	7
16	Cc1cc(C)c2c(n1)SCC(=O)N2CC(=O)Nc1ccc(F)cc1	9	6	4	-1	7	11	5	-5	1
17	Cc1[nH]c(=O)[nH]c(=O)c1S(=O)(=O)N1CCCC(C(=O)N2CCN(c3ccccc3Cl)CC2)C1 (stereo not given)	5	-8	-2	-2	4	-2	4	-5	2
18	N=c1sccn1CC(=O)Nc1ccccc1Sc1ccccc1	2	3	-2	-3	1	-7	-1	-3	-4
19	COc1ccc(N2CCN(C(c3cccs3)C(C)NC(=O)C(=O)N3CCCC3)CC2)cc1 (stereo not given)	4	6	4	2	5	1	-13	0	6
20	CCc1nnc(NS(=O)(=O)c2ccc(NC(=O)COc3ccc(Cl)c(C)c3)cc2)s1	5	-5	1	3	4	7	-6	1	1
21	Cc1cc(=O)oc2cc(OCC(=O)N3CCCC(C)C3)ccc12 (stereo not given)	0	4	2	-1	2	0	6	1	-1
22	O=C(CCCNS(=O)(=O)c1ccc(Br)cc1)N1CC[C@@]2(O)CCCC[C@H]2C1	3	6	-4	-3	0	-2	3	2	2
23	CC(C)C[C@H](N)c1cn([C@@H](Cc2ccc(O)cc2)C(=O)N2CCNCC2)nn1	4	2	-2	-3	-7	3	2	0	1
24	CSCC[C@H](NC(=O)OC(C)(C)C)c1nnc(SCC(=O)N(C)C)o1	-1	5	-2	1	9	2	1	-1	0
25	C=CCOc1ccc(C2NC(=S)NC(c3ccccc3)=C2C(C)=O)cc1OC (stereo not given)	-1	1	3	6	8	-6	11	-2	-3
26	Cc1onc(-c2ccccc2)c1C(=O)N1CCN(C/C=C/c2ccccc2)CC1	8	-4	0	7	6	8	2	2	8
27	Cc1nc2c(ccc3c2ccc2nc(C)sc23)s1	3	3	1	x	x	-2	-6	-4	x
28	CCc1noc(C)c1C(=O)N1CCN(S(=O)(=O)c2c(C)cc(C)cc2C)CC1	6	x	1	3	6	-2	7	-4	1
29	COCCNC(=O)c1ccc2c(c1)S(=O)(=O)c1cc(Cl)ccc1C2=O	2	x	2	4	8	5	6	-4	10
30	CCOc1ccc(C(=O)CCCC(=O)c2ccc(OCC)cc2)cc1	-1	5	0	-8	7	-4	-2	-3	5
31	Cc1cc(C)c(N2CCN(S(=O)(=O)N3CCCCCC3)CC2)c(C)c1	2	-3	3	2	-1	12	5	1	-3
32	C/C(=N\n1c(C)nc2ccccc2c1=O)c1ccc(C)o1	-4	-5	-1	-4	5	0	1	4	1
33	COc1ccc(Oc2c(C=O)c3ccccc3n2C)cc1	-2	-8	0	-9	-1	11	-9	4	0
34	O=C1/C(=C/c2ccc(Br)cc2)Oc2cc(O)ccc21	21	-3	12	25	10	6	-8	-2	17
35	COCCn1c(C)cc(C(=O)CSc2nc3ccccc3c(=O)[nH]2)c1C	9	-3	3	-4	4	2	5	4	-1
36	Cc1ccccc1Oc1ncnc2sccc12	6	-2	-1	-4	5	2	9	-2	1

# Part of the list above, with values under each structure.
# Fields – pPAFAH FP inh, GSTO1 counter, LYPLA1 counter, PAFAH2 inh, PAFAH1B3 FP inh, LYPLA2 counter, PME-1 inh, PAD4 inh, PAFAH1B2 inh
(27) Cc1nc2c(ccc3c2ccc2nc(C)sc23)s1
    3, 3, 1, x, x, -2, -6, -4, x
(28) CCc1noc(C)c1C(=O)N1CCN(S(=O)(=O)c2c(C)cc(C)cc2C)CC1
    6, x, 1, 3, 6, -2, 7, -4, 1
(29) COCCNC(=O)c1ccc2c(c1)S(=O)(=O)c1cc(Cl)ccc1C2=O
    2, x, 2, 4, 8, 5, 6, -4, 10
(30) CCOc1ccc(C(=O)CCCC(=O)c2ccc(OCC)cc2)cc1
    -1, 5, 0, -8, 7, -4, -2, -3, 5
(31) Cc1cc(C)c(N2CCN(S(=O)(=O)N3CCCCCC3)CC2)c(C)c1
    2, -3, 3, 2, -1, 12, 5, 1, -3
(32) C/C(=N\n1c(C)nc2ccccc2c1=O)c1ccc(C)o1
    -4, -5, -1, -4, 5, 0, 1, 4, 1

# The main list resumes with the 3 entries that preceded the break.
entry	SMILES	pPAFAH FP inh	GSTO1 counter	LYPLA1 counter	PAFAH2 inh	PAFAH1B3 FP inh	LYPLA2 counter	PME-1 inh	PAD4 inh	PAFAH1B2 inh
34	O=C1/C(=C/c2ccc(Br)cc2)Oc2cc(O)ccc21	21	-3	12	25	10	6	-8	-2	17
35	COCCn1c(C)cc(C(=O)CSc2nc3ccccc3c(=O)[nH]2)c1C	9	-3	3	-4	4	2	5	4	-1
36	Cc1ccccc1Oc1ncnc2sccc12	6	-2	-1	-4	5	2	9	-2	1
37	CC(=O)Nc1ccc(SCC(=O)OCC(=O)NC(=O)NC2CCCC2)cc1	0	-2	1	3	1	8	2	-3	15
38	O=C(OCCOc1ccc(Br)cc1)c1cnccn1	-7	-3	1	-6	9	-4	-6	-6	14
39	COc1ccccc1NC(=O)CC1COc2ccccc2O1 (stereo not given)	4	-4	0	-2	4	-1	0	-3	7
40	CCc1cccc(Nc2cc(C)nc3ncnn23)c1	-2	-6	0	5	4	-3	2	-5	-2
41	COc1ccc(C(=O)C[N+]2(C)CCOCC2)cc1	1	0	0	4	17	3	-8	-7	0
42	O=C(c1ccccc1F)N1CCN(C(=O)C2CC2)CC1	-3	0	-2	-3	10	-7	4	-5	1
43	O=C(Cc1ccccc1)N1CCCC(c2nc(-c3ccc(S(=O)(=O)N4CCCC4)cc3)no2)C1 (stereo not given)	1	1	3	-3	1	10	11	-3	10
44	O=C(CCN1CCN(c2ccccc2)CC1)Nc1cccc(Br)c1	11	5	-1	0	-7	1	1	5	3
45	Nc1ccc(S(=O)(=O)Nc2nccc(/C=C/c3ccc(Cl)cc3)n2)cc1	9	-19	-7	-7	-5	-12	-15	2	-5
46	O=C(O)Cc1ccc(NC(=O)c2cccc(NC(=O)c3ccco3)c2)cc1	-3	3	-4	-4	6	-5	-2	-2	-4
47	CCCC1S/C(=N/N=C/c2ccco2)NC1=O (stereo not given)	1	4	6	3	6	10	-8	-2	-1
48	CC(C)(C)[C@H]1C=C(C(=O)NCc2ccccc2)O[C@@H](OCc2ccc(CO)cc2)C1	8	0	3	6	2	3	2	-2	2
49	O=C(NCc1ccco1)C1CCN(C(=O)c2ccc(Cl)cc2Cl)CC1	7	7	2	-5	9	-1	-4	-2	8
50	Cc1noc(C)c1NC(=O)N(C)C[C@H]1Oc2ccc(NC(=O)Cc3ccccc3)cc2C(=O)N([C@H](C)CO)C[C@@H]1C	4	x	x	-1	-4	x	x	-2	10
51	COC(=O)c1ccc(CNC(=O)c2ccc(S(=O)(=O)N3CCCC(C)C3)cc2)cc1 (stereo not given)	2	x	-3	-3	-4	-4	-6	0	2
52	COC(=O)C1C2C=CC3(CN(C(C)C)C(=O)C13)O2 (stereo not given)	1	-5	1	-2	1	2	-1	1	5
53	C=CCOc1ccc(Br)cc1/C=C1\NC(=S)N(C(C)=O)C1=O	8	-21	-5	-1	-5	-7	-12	-1	8
54	COc1ccccc1N1CCN(C(=O)C(C)N(c2ccc(C)cc2)S(C)(=O)=O)CC1 (stereo not given)	-1	8	2	-6	5	6	-9	1	4
55	COCCN(Cc1cc2ccc(C)cc2n2nnnc12)Cc1nnnn1C(C)(C)C	-2	0	3	20	11	6	0	-5	9
56	O=C(NNS(=O)(=O)c1ccccc1F)c1cccc(S(=O)(=O)N2CCOCC2)c1	-1	3	2	4	-4	7	-1	1	3
57	CCc1ccc(CN2CCN(c3ncccn3)CC2)cc1	0	5	-1	5	2	5	-1	-2	-3
58	CC(=O)N1CCN(c2ccc(NC(=O)c3ccccc3Cl)cc2)CC1	4	1	2	-4	10	0	-2	3	-3
